Source: PubChem
GRK2 aptamer HTS: blocks RNA aptamer binding to human GRK2; inhibition of aptamer binding, % at 10 µM; 0.59% of 330,000 active; P25098; AID 488847; bead flow cytometry, FAM-aptamer displacement from GRK2;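 active = inhibition of aptamer binding above 40%, roughly 3 SD of noise, on plates passing a quality check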;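 also: median bead fluorescence of bound FAM aptamer so fluorescent compounds give negative values; no value below 0 was filed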
Efflux pump inh: antifungal efflux pump inhibition, Nile Red retention. inhibition, % at 10 µM. 0.44% of 330,000 active. AID 485275. S. cerevisiae Candida pump triplex;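 active = plate passing quality check with inhibition over a set limit, or well fluorescence over plate mean plus 4 SD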;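 also: Nile Red retained in pooled yeast measured as flow cytometry median fluorescence; 0% = buffer negative control and 100% = Enniatin B positive control; higher means more Nile Red kept so more efflux inhibition; some compounds called inactive have numbers as strong as hits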
PME-1 inh: PME-1 (human) inhibition | recombinant PME-1, FP-Rh probe fluorescence polarization | inhibition, % at 5.9 µM | 0.53% of 320,000 active | AID 2130;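 active = inhibition above the campaign mean of all compounds plus 3 SD, cut at about 26% in these data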;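 also: competitive labeling of PME-1 active site by serine hydrolase directed probe; 0% = PME-1 with DMSO and 100% = wells lacking PME-1 enzyme; inhibitors block probe labeling so polarization falls and inhibition rises; many of its hits are not listed in these tables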
GLD-1 TGE inh: GLD-1-TGE RNA interaction inhibition (C. elegans); inhibition, % at 5.96 µM; Q17339; 0.44% of 320,000 active; purified GLD-1 + fluorescein TGE RNA, fluorescence polarization;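 active = percent inhibition above a per-plate cutoff, the plate mean of test compounds plus 3 SD, cut at about 30% in these data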;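 also: 0% = DMSO wells with GLD-1 and probe and 100% = wells lacking GLD-1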
MCL1-BIM inh: inhibitors of human MCL1 binding to BIM-BH3 peptide; Q07820; GST-MCL1 / FITC-Bim-BH3 fluorescence polarization; inhibition, % at 10.9 µM; 0.68% of 320,000 active; AID 2057;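 active = inhibition above the mean inhibition of all tested compounds plus 3 SD, set per campaign, cut at about 40% in these data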;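 also: 0% = DMSO wells and 100% = unlabeled Bim-BH3 peptide control; higher means more loss of mP so more displacement of Bim peptide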
Target sequence (Q07820 whole entry, looked up): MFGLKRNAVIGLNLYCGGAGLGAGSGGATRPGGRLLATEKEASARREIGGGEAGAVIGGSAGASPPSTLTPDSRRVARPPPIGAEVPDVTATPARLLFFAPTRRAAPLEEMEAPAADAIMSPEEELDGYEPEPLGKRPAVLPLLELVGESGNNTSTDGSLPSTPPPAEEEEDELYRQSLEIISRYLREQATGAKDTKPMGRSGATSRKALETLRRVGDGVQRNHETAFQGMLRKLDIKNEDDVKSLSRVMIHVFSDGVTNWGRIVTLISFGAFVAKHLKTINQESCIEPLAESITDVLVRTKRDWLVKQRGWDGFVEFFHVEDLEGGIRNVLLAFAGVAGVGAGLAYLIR
VLA-4 inh: inhibition in a human VLA-4 binding assay; P13612; VLA-4 expressing cells, ligand binding flow cytometry; inhibition, % (about 7 µM as worked out from the volumes in the protocol); 0.2% of 330,000 active; AID 2557; in the data active = inhibition above about 50%
Fam108B counter: counter-screen for RBBP9 inhibitors: inhibitors of mouse Fam108B; inhibition, % at 9.51 µM; 0.33% of 300,000 active; AID 1947; recombinant Fam108B, FP-Rh probe fluorescence polarization;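 active = inhibition above the screen mean inhibition plus 3 SD, computed separately per campaign, cut at about 18% in these data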;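 also: inhibitors lower polarization as less probe binds the enzyme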
MEX-5 binding: C. elegans MEX-5 TCR-2 RNA binding activity; Q9XUB2; MEX-5/FITC-TCR2 RNA binding, fluorescence polarization; active compounds read low; activity score (negative = inhibition of binding), % at 10 µM; 0.38% of 300,000 active; AID 1832;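 active = inhibition past about -25% in most replicates, and total fluorescence under double the plate's negative control median, limit read from the data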;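 also: 0% = DMSO and -100% = 5 µM competing unlabeled TCR2 RNA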
Target sequence (Q9XUB2 whole entry, looked up): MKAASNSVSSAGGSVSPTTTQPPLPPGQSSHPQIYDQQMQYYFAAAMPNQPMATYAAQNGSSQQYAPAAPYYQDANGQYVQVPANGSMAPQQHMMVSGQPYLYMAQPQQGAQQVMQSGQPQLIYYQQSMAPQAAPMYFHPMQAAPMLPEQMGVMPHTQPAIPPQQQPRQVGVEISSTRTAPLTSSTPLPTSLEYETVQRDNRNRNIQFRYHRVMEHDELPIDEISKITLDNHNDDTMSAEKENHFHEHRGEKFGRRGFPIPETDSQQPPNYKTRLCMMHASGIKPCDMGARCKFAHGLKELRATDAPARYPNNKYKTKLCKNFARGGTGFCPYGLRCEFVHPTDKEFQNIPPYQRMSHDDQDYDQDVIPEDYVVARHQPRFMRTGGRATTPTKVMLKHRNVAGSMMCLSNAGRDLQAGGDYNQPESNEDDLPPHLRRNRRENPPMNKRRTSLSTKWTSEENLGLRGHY
Bcl-xL primary: blocks human Bcl-xL binding to Bim BH3 peptide; Q07817; GST-Bcl-xL / FITC-Bim BH3 peptide fluorescence polarization; inhibition, % at 10.9 µM; 0.7% of 320,000 active; AID 2129;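 active = inhibition above the mean of all tested compounds plus 3 SD, cutoff set per campaign, cut at about 30% in these data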;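 also: 0% = DMSO wells and 100% = unlabeled Bim-BH3 peptide competitor; inhibitors lower millipolarization by displacing the labeled peptide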
Target sequence (Q07817 whole entry, looked up): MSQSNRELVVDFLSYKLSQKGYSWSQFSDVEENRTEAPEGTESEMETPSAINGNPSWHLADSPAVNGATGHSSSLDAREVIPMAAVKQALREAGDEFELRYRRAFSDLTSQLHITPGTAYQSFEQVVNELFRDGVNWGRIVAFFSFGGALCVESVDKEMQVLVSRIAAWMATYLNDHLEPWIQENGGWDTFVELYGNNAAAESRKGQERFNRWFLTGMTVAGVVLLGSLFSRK
Starred values were filed as active, the others as inactive; . = no result given. This is a subset. The share of hits here may be higher or lower than overall.

mol	GRK2 aptamer HTS	Efflux pump inh	PME-1 inh	GLD-1 TGE inh	MCL1-BIM inh	VLA-4 inh	Fam108B counter	MEX-5 binding	Bcl-xL primary
Cc1cc(C)nc(NC(=O)Nc2ccc(F)cc2F)n1	1	0.1	.	.	.	8	.	4.3	.
Cc1cc(S(=O)(=O)N2CCOCC2)ccc1NC(=O)c1ccc(F)cc1	0	0.0	-3	1	4	16	1	-0.5	3
CCOC(=O)C1CCN(C(=O)c2cc3ccc(OC)cc3[nH]2)CC1	0	0.2	-4	4	4	9	2	2.1	2
CCS(=O)(=O)c1ccc2oc(SCC(=O)NCCC3=CCCCC3)nc2c1	0	-0.2	1	2	2	-3	0	1.8	4
CN1CCc2ccccc2CC1=O	0	0.0	6	14	9	-1	5	-1.7	10
CCCCCOc1ccc(/C(C)=N/NC2=NCCN2)cc1	0	0.0	-5	-4	9	4	-4	-1.6	1
CCOC(=O)C(N)CSC1CC(=O)N(CCc2ccccc2)C1=O (stereo unspecified)	0	0.3	0	-3	7	8	-5	2.4	1
N=c1nc(SCCC(=O)O)ss1	2	0.0	5	3	2	-2	10	-0.8	6
Cc1cccc(N2CC(C)Cn3c2nc2c3c(=O)n(CC(=O)OCc3ccccc3)c(=O)n2C)c1 (stereo unspecified)	1	0.0	12	3	5	7	8	0.0	4
Cc1nc2ccccc2n1C(=O)c1ccc(Cl)cc1[N+](=O)[O-]	1	0.4	3	-7	2	2	-5	-1.3	-4
C/C(=N\NC(=O)c1c(Br)c(C)nn1C)c1cccc(NC(=O)C2CCC2)c1	3	0.0	-2	0	4	31	5	-1.1	0
O=S(=O)(Nc1ccc(N2CCCCC2)cc1)c1cccc2cccnc12	0	-0.1	1	8	4	-3	-3	-0.7	4
O=C(N/N=C/c1cccc([N+](=O)[O-])c1)c1ccc2nc[nH]c2c1	0	0.1	0	0	5	6	1	4.8	4
Cc1ccc2cc(CN(CC(C)C)S(=O)(=O)c3cccc4nonc34)c(=O)[nH]c2c1	0	0.0	1	-8	4	-4	-3	-11	7
Cc1ccc(NC(=O)COC(=O)c2ccccc2Cl)cc1S(=O)(=O)N(C)C	5	0.1	10	-1	1	6	5	1.1	4
COc1ccc(-c2ocnc2C(=O)Nc2ccc3c(c2)CCC3)cc1	8	0.1	-7	1	2	3	-1	-2.0	3
CCCNC(=O)c1csc2c1CCCCC2	0	0.1	-2	4	5	18	-3	1.0	8
Cc1occc1C(=O)N/N=C/c1sc(N2CCOCC2)nc1-c1ccccc1	4	0.2	8	-1	4	13	2	-1.1	1
CSCCC(NC(=O)C1CCC(C)CC1)C(=O)NCCN1CCOCC1 (stereo unspecified)	0	0.2	-5	5	5	6	2	-2.6	7
CCCOc1ccc(N2C(=O)CC(SC(=NC)Nc3ccc(F)cc3)C2=O)cc1 (stereo unspecified)	0	0.2	0	-9	1	-6	-3	1.5	2
Cc1ccccc1OCC(=O)NNC(=O)Nc1ccccc1	3	0.1	3	-7	-1	14	-2	2.6	-1
COc1cc2c(C(=O)NC3CCCCCC3)cn(C)c(=O)c2cc1OC	1	0.0	-5	-1	-1	14	0	0.5	-2
CC1Cc2ccccc2N1Cc1nc2scc(-c3cccs3)c2c(=O)[nH]1 (stereo unspecified)	0	0.2	-1	3	9	8	-4	3.7	6
O=C(CSc1ncn[nH]1)NCCCc1ccccc1	0	0.0	-4	7	11	-12	-3	2.6	1
Cc1cccc(-n2c(C)n[nH]c2=S)c1	0	-0.1	-2	-1	4	15	-3	-0.8	8
COc1ccc(C2=NO[C@@H]3C(=O)N(Cc4ccccc4)C(=O)[C@H]23)c(OC)c1	0	-0.1	1	4	-7	1	-3	1.3	0
OC(CNCc1ccco1)Cn1c2ccc(Br)cc2c2cc(Br)ccc21 (stereo unspecified)	0	-0.2	-2	6	-1	67*	-1	-2.0	5
CC(CNC(=O)COC(=O)c1ccco1)c1ccccc1 (stereo unspecified)	2	-0.1	7	11	5	2	.	.	6
Cc1nnsc1C(=O)NC1CCCc2c1cnn2-c1ccc(F)cc1F (stereo unspecified)	1	-0.2	4	-11	-6	9	1	-6.0	-5
COc1ccc(N2CCN(C(c3cccs3)C(C)NS(C)(=O)=O)CC2)cc1 (stereo unspecified)	0	0.1	0	-1	6	6	-6	0.1	5
COc1ccc(CN2CCN(S(=O)(=O)c3ccccc3)CC2)cc1Br	1	-0.1	-5	-6	7	41	-1	-3.5	6
O=[N+]([O-])c1cc(C(F)(F)F)ccc1NCCc1c[nH]c2ccc(O)cc12	0	0.1	18	3	3	9	8	1.6	1
COC(=O)CN(c1nc(C)cc(OC)n1)S(=O)(=O)c1ccc(C)cc1	0	0.0	14	5	-1	12	1	1.1	-1
Cc1ccc(C(=O)c2c3ccc(C(F)(F)F)cc3[n+]([O-])n2CCCN)cc1	0	-0.1	1	-2	4	-2	0	2.6	9
Nc1cc(=O)[nH]c(SCc2nc3ccccc3n2Cc2ccccc2)n1	2	0.1	-6	-4	-4	13	-1	1.8	-3
CCN(CC(=O)Nc1c(F)cccc1F)C(=O)CCc1nc2ccccc2c(=O)[nH]1	2	0.0	-1	8	5	17	2	-5.7	6
Cc1nc2ncnn2c(C)c1CCC(=O)N1CCN(c2ccccn2)CC1	1	0.0	1	4	-5	-1	5	-2.4	-4
Cc1nn(CC#N)c(=O)n1-c1ccc(F)cc1	0	0.1	-1	-5	9	6	0	1.2	4
COC(=O)/C=C1/SC(=NC(=O)c2ccc(F)cc2)NC1=O	0	0.0	-1	3	7	-3	1	0.3	4
Cc1nc2ncnn2c(N2CCCC(C(=O)Nc3ccccc3Br)C2)c1C (stereo unspecified)	3	0.3	-2	-1	-2	7	-1	-0.1	3
C[C@H]1COC(=O)[C@H](Cc2ccc(F)cc2)CC/C=C/C[C@@H](CC(=O)N(CCO)Cc2ccccc2)C(=O)N1	0	-0.3	.	7	.	-14	.	.	.
Clc1ccc2nc(CSc3nnc4ccccn34)cn2c1	0	-0.2	0	9	11	-7	-4	1.5	5
Cc1ccc(N2CC(C(=O)NCCN3CCOCC3)CC2=O)cc1C (stereo unspecified)	0	-0.2	-7	0	3	-2	-1	3.4	-3
CC(C)(C)c1ccc(NS(=O)(=O)c2ccc(N)cc2)cc1	1	0.0	1	0	4	0	0	1.4	2
Cc1ccccc1C(C(=O)NC1CCCCC1)N(C(=O)c1ccccn1)c1cccnc1 (stereo unspecified)	0	-0.1	-2	6	1	11	-1	-0.8	7
CCOc1ccccc1C(=O)Nc1nnc(SCC(=O)Nc2cc(C)on2)s1	0	0.1	10	-5	-1	-3	-2	3.0	-4
Cc1ccc(C(=O)N=c2sccn2C)cc1S(=O)(=O)N1CCOCC1	3	0.0	7	6	-13	-4	5	1.9	-9
O=C(NCc1ccccc1F)C1CCN(C(=O)NCc2ccccc2)CC1	0	0.0	-3	6	3	12	-1	2.1	1
Cc1ccc([C@@H]2CC=C(C(=O)O)[C@H](c3ccc(Br)cc3)N2S(=O)(=O)c2ccc(C)cc2)cc1	10	0.2	.	3	.	18	.	.	.
O=C(c1ccc(OC(F)(F)F)cc1)c1ncc[nH]1	5	0.3	-8	6	7	19	-13	0.3	6
OCCC1CN(Cc2cccn2-c2nccs2)CCN1Cc1ccccc1 (stereo unspecified)	0	0.0	1	-5	9	-230	0	0.7	3
COc1ccc(C(=O)NNC(=O)c2cc(C)[nH]n2)cc1	0	0.1	-1	-2	-2	-3	2	-7.9	1
COc1cccc2[nH]c3c(N4CCc5ccccc5C4)ncnc3c12	2	0.0	9	0	1	-6	1	-2.3	8
COc1ccc(NS(=O)(=O)c2ccc(SC)cc2)c(OC)c1	1	-0.1	5	-1	-2	-2	-1	0.8	3
S=C(NCCc1ccccc1)Nc1ccc(Cl)cc1Cl	2	0.0	-2	3	9	-1	-1	-0.2	6
O=C(NC(Cc1ccccc1)C(=O)O)/C(=C/c1ccc([N+](=O)[O-])cc1)NC(=O)c1ccccc1Br (stereo unspecified)	2	0.0	3	1	8	5	4	1.7	7
COc1cc2nc(CSc3nc(-c4ccc(F)cc4)cs3)[nH]c(=O)c2cc1OC	0	0.1	-5	-2	-8	-5	-7	4.9	-2
COc1cc(OC)c(NC(=O)c2ccoc2C)cc1Cl	2	0.0	2	-3	-1	8	-3	2.0	4
CCOC(=O)c1cc2c(ccc3ccccc32)oc1=O	1	-0.1	3	0	2	5	1	0.1	1
CCOC(=O)N1CCN(C(=O)CSc2nnc(Cc3cccn3C)n2CCc2ccccc2)CC1	0	1.3	5	10	2	16	-5	.	4

Next section:
mol	GRK2 aptamer HTS	Efflux pump inh	PME-1 inh	GLD-1 TGE inh	MCL1-BIM inh	VLA-4 inh	Fam108B counter	MEX-5 binding	Bcl-xL primary
COc1ccccc1CNC(=O)CSc1ccc(-c2cccc([N+](=O)[O-])c2)nn1	0	0.1	2	0	10	20	-1	-0.1	9
COc1ccc(S(=O)(=O)N2CCCCCC2)cc1C(=O)OCC(=O)NC1CCS(=O)(=O)C1 (stereo unspecified)	0	-0.1	.	-6	.	15	.	.	.
c1ccc(-c2nnc(SCc3nnc(-c4cccs4)o3)o2)cc1	0	-0.1	7	2	-2	3	1	-0.9	1
CCc1ccc(OCC(=O)Nc2ccc(-c3cc4ccccc4oc3=O)c(OC)c2)cc1	2	-0.1	-29	2	0	-5	-12	2.7	1
Cc1ccc(OCC(=O)Nc2cccc(S(=O)(=O)N3CCOCC3)c2)c([N+](=O)[O-])n1	0	-0.1	0	-1	-2	-2	-1	1.9	7
CC(=O)Nc1ccc(S(=O)(=O)NCc2cn3c(C)csc3n2)cc1	2	-0.1	1	2	7	4	4	-0.7	3
Cc1cc(C)cc(NC(=O)C2CCCN(S(=O)(=O)c3ccc4[nH]c(=O)ccc4c3)C2)c1 (stereo unspecified)	0	-0.2	-8	-1	-5	5	-9	-0.2	0
CC(C)CN(C(=O)COC(=O)c1ccc(Br)o1)c1c(N)n(Cc2ccccc2)c(=O)[nH]c1=O	2	-0.1	4	4	-13	1	-2	1.3	-10
COc1ccc(N2CCN(C(=O)CNC(=O)c3nn(-c4ccc(OC)cc4)c(=O)c4ccccc34)CC2)cc1	0	0.0	1	-6	5	-3	-1	0.0	2
COc1ccc(C(=O)NNC(=O)c2cccc(F)c2)cc1	0	0.6	-6	-3	3	18	3	-0.5	-5
O=[N+]([O-])c1ccc(CN2CCN(c3nc4ccccc4s3)CC2)cc1	0	0.0	-5	-4	-2	-65	-2	0.3	4
Cc1ccc(S(=O)(=O)Nc2c(C)n(C)n(-c3ccccc3)c2=O)c(C)c1	.	-0.1	6	-1	6	7	2	-0.9	7
CCCCN(C(=O)c1ccc(N2CCCC2=O)cc1)c1c(N)n(CCC)c(=O)[nH]c1=O	1	0.1	-6	9	-7	-1	.	.	0
COc1ccc(CNC(=O)C2CCN(S(=O)(=O)c3ccc(-c4nn[nH]n4)cc3)CC2)cc1	0	-0.2	2	-1	-7	-10	-1	-1.0	-9
CCOC(=O)c1ccc(NC(=O)c2cc(C)nc3ccccc23)cc1	2	0.0	-5	2	6	12	2	2.2	4
Cc1snc(SCC(=O)c2ccc(F)cc2)c1C#N	3	0.3	-2	-11	0	7	-1	-1.3	0
O=C(Nc1c(F)cccc1F)C1CCN(C(=O)c2cccs2)CC1	1	-0.1	3	1	-1	11	3	-2.4	2
